Compound activity deposited in PubChem by several laboratories.
West Nile antiviral = West Nile virus antiviral activity, cell-based, CPE readout (AID 1621) | West Nile virus-infected cells, CPE inhibition; higher % means a stronger effect | CPE inhibition, % at 10 µM; hits with a dose series show IC50 in µM | 290,000 tested, 0.02% active; in the data active means a potency from the dose series; inconclusive means CPE inhibition mostly from about 3.7% at the one dose, without a potency; inactive means the rest, 99 in 100 with CPE inhibition below about 2.2%; further: strong numbers were not always called active
T cell HTS = modulators of CD8 T cell-vesicle binding, primary screen, mouse 2C CD8+ T cells, flow cytometry. 2C CD8+ T cell-vesicle binding; stronger effect = lower value. calls only at 7 µM. 330,000 tested, 0.068% active. AID 2052, 2009;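 active means response, share of CD8 T cells binding vesicles, and their 90th percentile fluorescence all below set limits, cut at about 80% in these data, passing the limit was not always enough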
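Assay system: 2C TCR transgenic mouse naive CD8+ T cells, MACS-purified | Read-out: CD8+ gate FL2 mean fluorescence as % of same-row positive control | Signal: High-throughput flow cytometry with anti-B7-1 and anti-CD8 staining | Timing: Binding step 1.5 h, 37 °C, antibody labelling 20 min, ice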
Large T inhibition = SV40 large T antigen inhibitors, biochemical (AID 1903); 310,000 tested, 0.39% active; SV40 large T antigen ATPase/helicase inhibition assay; higher % means a stronger effect; one-dose inhibition, % at 20 µM; IC50 in µM for titrated hits; in the data active means a potency from the dose series; inconclusive means inhibition mostly from about 32% at the one dose, without a potency; inactive means the rest, 99 in 100 with inhibition below about 32%; further: strong numbers were not always called active
RSV CPE inhibition = RSV antiviral activity via CPE protection, HEp-2 cells, primary 10 µM value included (AID 2391). HEp-2 cells, RSV-induced CPE inhibition; higher % means a stronger effect. CPE inhibition, % at 10 µM; hits with a dose series show IC50 in µM. 310,000 tested, 0.13% active; in the data active means a potency from the dose series; inconclusive means CPE inhibition mostly from about 23% at the one dose, without a potency; inactive means the rest, 99 in 100 with CPE inhibition below about 21%; further: strong numbers were not always called active
MgcRacGAP inhibition = MgcRacGAP GTPase-activating activity inhibitors, confirmation, biochemical, ADP Hunter fluorescence; Rac GTPase-activating protein 1 (Homo sapiens); MgcRacGAP-stimulated Rac1 GTP hydrolysis, ADP Hunter fluorescence; higher % means a stronger effect; GST-tagged Rac1 F28L mutant substrate; inhibition, % at 30 µM; hits with a dose series show IC50 in µM; 340,000 tested, 0.6% active; AID 624330, 2012;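 active means first-screen hits whose inhibition reached a set limit at any dose in the follow-up dose series; inconclusive means inhibition above the set first-screen limit but never retested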;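 further: fluorescence reports GDP produced by GAP-driven GTP hydrolysis; strong numbers were not always called active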
Myeloid diff 2 = induction of myeloid progenitor differentiation, primary screen, cell-based, flow cytometry, MLPCN library; 360,000 tested, 1% active; ER-HoxA9 myeloid progenitors, lysozyme-GFP differentiation; AID 624256, 2012; calls only at 10 µM;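 active means normalized GFP-positive differentiation at or above the plate's own cutoff, the solvent-only control mean plus 3 SD; inconclusive means no clear call, values can overlap the other calls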;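 further: cells exposed to compound for four days before flow analysis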
bCat nuc transl = modulators of beta-catenin nuclear translocation, primary screen, imaging, HeLa cells, immunofluorescence, high-content. nuclear translocation activity, % at 5 µM. 190,000 tested, 0.3% active;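 active means nuclear translocation activity above 50% at 5 µM, with a well cell count of 50 or more; inconclusive means wells under 50 cells across six images, flagged as toxic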;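 further: per-cell ratio of nuclear to cytoplasmic median beta-catenin stain intensity; plate controls were DMSO negative control for no effect and GSK-3 inhibitor IX positive control for full effect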
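System: HeLa cells, endogenous beta-catenin; compound dosing: 5 µM primary single dose, 0.1% DMSO, 0.02–20 µM confirmation series; incubation: 24 h compound exposure at 37°C, 5% CO2; signal: beta-catenin immunofluorescence imaging with DAPI; evaluation: % activation, nuclear-to-cytoplasmic median beta-catenin signal ratio per cell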
PhoP inhibition = inhibitors of PhoP regulon expression, primary screen, Salmonella Typhimurium, GFP reporter (AID 1863); 300,000 tested, 0.16% active; one-dose inhibition, % at 50 µM; IC50 in µM for titrated hits; S. Typhimurium PhoP-regulated promoter GFP reporter, 4 h; higher % means a stronger effect;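 active means inhibition over 29.93%, a cutoff 3 SD above the screen mean, later confirmed by dose response; inconclusive means inhibition over 29.93% but no dose response follow-up; inactive means inhibition at most 29.93% or unconfirmed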;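 further: 0% = low Mg2+ inducing control and 100% = high Mg2+ repressing control; strong numbers were not always called active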
WT yeast gro inh = growth inhibition of WT strain, primary screen, mitochondrial fusion inhibitor project, WT and mutant strains, chemical genetic; mitochondrial fusion phenotypic screen; inhibition, % at 10 µM; 190,000 tested, 2.1% active; in the data active means inhibition above about 58%; tested in S. cerevisiae
WT yeast gro inh mutant strain = second read-out of WT yeast gro inh, no call of its own (marks repeat the call); inhibition, %; mitochondrial fusion phenotypic screen, mutant strain inhibition
bCat nuc transl cell count 5 µM = second read-out of bCat nuc transl, no call of its own (marks repeat the call); cell count; measured here: cell count, cytotoxicity flag
T cell HTS vesicle-bound % = also measured in T cell HTS; calls as there; double positive events, %; measured here: CD8+ vesicle-bound cell fraction;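 binding gate set so that unloaded-vesicle control wells show 10% double positive cells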
Myeloid diff 2 GFP+ MAC1+ % = recorded beside Myeloid diff 2, whose call it bears; GFP+ MAC1+ double positive, %; measured here: differentiation confirmed by MAC1 staining
Numbers without * were called inactive; i = inactive; ? = inconclusive; · = no result given.

Below each compound: West Nile antiviral	T cell HTS	T cell HTS vesicle-bound %	Large T inhibition	RSV CPE inhibition	MgcRacGAP inhibition	Myeloid diff 2	Myeloid diff 2 GFP+ MAC1+ %	bCat nuc transl	bCat nuc transl cell count 5 µM	PhoP inhibition	WT yeast gro inh	WT yeast gro inh mutant strain
1. CCOc1ccc(C2c3c(oc4cc(C)c(C)cc4c3=O)C(=O)N2CCCN2CCOCC2)cc1 (centres undefined)
 : 0.3%	i	27	10%	0.7%	-4%	i	1.7	-3.6	1137	3%	0	2
2. CCOC(=O)CC1COCCN1Cc1cn(C)nc1-c1ccccc1F (centres undefined)
 : -0.2%	i	40	22%	1.8%	5%	i	0.1	0.3	965	-2%	-2	13
3. Cc1ccc(NC(=O)N(CCCN2CCOCC2)Cc2cccnc2)cc1C
 : -0.2%	i	51	0%	2.6%	3%	i	1.7	·	·	5%	8	3
4. COc1cc(SC)ccc1C(=O)Nc1nc2ccccc2[nH]1
 : -1.4%	i	36	16%	-2.4%	-1%	?	·	·	·	2%	·	·
5. c1ccc(CCc2nn3c(Cn4nnc5ccccc54)nnc3s2)cc1
 : -0.8%	i	56	-2%	7.1%	7%	i	0.4	-0.2	1066	10%	-3	-3
6. COc1cc(C2NC(=S)NC(c3ccccc3)=C2C(C)=O)cc(Br)c1OCC(N)=O (centres undefined)
 : -0.1%	i	50	8%	3.3%	3%	i	0.0	-1.3	1013	-7%	-2	-6
7. CCOc1ccc(NC(=O)CSc2nnc(Cc3ccccc3)c(=O)n2N)cc1
 : ·	i	57	7%	-2.4%	-1%	i	0.5	·	·	-6%	·	·
8. O=C(NC(=S)Nc1ccc(CN2CCOCC2)cc1)c1ccc([N+](=O)[O-])cc1
 : -0.5%	i	51	12%	1.2%	3%	i	0.2	3.0	1048	-5%	-4	-1
9. O=C(NCc1ccc(OC(F)(F)F)cc1)C12CN(Cc3ccccc3)CC1C(c1cccc([N+](=O)[O-])c1)=NO2 (centres undefined)
 : -0.7%	i	46	2%	2.4%	4%	i	1.9	-2.3	1098	-3%	14	11
10. CCC(=O)Nc1ccc(C(=O)NNC(=O)Cc2ccccc2)cc1
 : 1.2%	i	49	2%	1.0%	8%	i	0.4	2.1	1055	-6%	-4	-11
11. CSc1nc2cc(C)nn2c(-c2ccc(C(C)(C)C)cc2)c1C#N
 : -0.1%	i	18	4%	0.4%	6%	i	0.3	-1.7	1155	-2%	·	·
12. COc1ccc(C(=O)Nc2cccc(/C(C)=N/NC(=O)c3ccc([N+](=O)[O-])c(C)c3)c2)cc1OC
 : 0.6%	i	6	6%	1.3%	11%	i	0.5	0.0	1092	-4%	9	6
13. Cc1ccccc1OCCC(=O)OCC(=O)N(C)c1c(N)n(Cc2ccccc2)c(=O)[nH]c1=O
 : 1.1%	i	55	12%	1.7%	6%	i	0.8	·	·	-9%	·	·
14. CC(=O)N1N=C(c2ccc(NS(=O)(=O)c3ccccc3)cc2)CC1c1ccco1 (centres undefined)
 : ·	i	26	·	3.3%	1%	?	·	·	·	·	·	·
15. O=C(Nc1nnc(SCc2c(Cl)cccc2Cl)s1)C1CCCO1 (centres undefined)
 : -0.5%	i	2	12%	3.2%	6%	i	8.4	-4.4	1424	-1%	-4	12
16. Cc1nc2ccc(NC(=O)N3CCOCC3)cc2s1
 : 0.0%	i	1	3%	-0.2%	4%	i	1.1	-2.1	1167	2%	1	-2
17. COC(=O)c1cc(NC(=O)COC(=O)C2CCC2)cc(C(=O)OC)c1
 : ·	i	42	14%	-1.7%	0%	i	1.5	·	·	-8%	·	·
18. C/C(=N\NC(=O)c1ccc(CN2CCOCC2)cc1)c1cccc([N+](=O)[O-])c1
 : -0.4%	i	66	5%	1.4%	-4%	i	0.4	-1.7	1115	-12%	-2	-19
19. CCOC(=O)c1cnc2c(ccc3ccccc32)c1N
 : -0.5%	i	51	10%	1.0%	13%	i	0.1	·	·	-10%	·	·
20. N#CCc1nc(-c2cc3ccccc3oc2=O)cs1
 : -2.1%	i	24	10%	4.7%	8%	i	0.4	0.8	1052	4%	9	10

Single entries from above:
Value for O=C(NC(=S)Nc1ccc(CN2CCOCC2)cc1)c1ccc([N+](=O)[O-])cc1 under T cell HTS vesicle-bound %: 51
Value for N#CCc1nc(-c2cc3ccccc3oc2=O)cs1 under bCat nuc transl cell count 5 µM: 1052

(continued)
Below each compound: West Nile antiviral	T cell HTS	T cell HTS vesicle-bound %	Large T inhibition	RSV CPE inhibition	MgcRacGAP inhibition	Myeloid diff 2	Myeloid diff 2 GFP+ MAC1+ %	bCat nuc transl	bCat nuc transl cell count 5 µM	PhoP inhibition	WT yeast gro inh	WT yeast gro inh mutant strain
21. COc1ccc(Cl)cc1C(=O)OCC(=O)Nc1cccnc1Cl
 : ·	i	16	·	1.3%	3%	i	0.8	·	·	·	·	·
22. CC(C)(C)[C@H]1C=C(C(N)=O)O[C@@H](OCCCCO)C1
 : 0.0%	i	32	28%	0.7%	0%	i	0.7	-1.5	1248	-4%	·	·
23. NC(=S)N/N=C/c1ccc(C(F)(F)F)cc1
 : -1.0%	i	38	22%	-0.6%	5%	i	0.7	3.9	525	20%	33	62
24. COC(=O)Nc1ccc(S(=O)(=O)N2CCCC(C(=O)N3CC(C)OC(C)C3)C2)cc1 (centres undefined)
 : -0.7%	i	22	1%	3.2%	7%	i	0.8	0.5	1139	1%	-3	4
25. Cc1c(C(=O)NCc2ccccn2)oc2ccc(S(=O)(=O)N3CCOCC3)cc12
 : ·	i	32	-2%	0.8%	6%	i	0.8	0.3	994	-9%	4	4
26. COc1ccc(N2CCOCC2)c(NC(=O)c2cccs2)c1
 : -0.2%	i	28	7%	0.9%	-1%	i	0.7	·	·	-2%	·	·
27. CN(C(=O)COC(=O)c1cnc(Cl)c(Cl)c1)C1CCS(=O)(=O)C1 (centres undefined)
 : -0.2%	i	21	2%	1.6%	5%	i	0.2	-2.3	1029	7%	9	8
28. COCCN1CCN(C(=O)c2ccc3nc(Cc4ccc(OC)c(OC)c4)oc3c2)CC1
 : -1.2%	i	11	28%	0.1%	5%	i	1.0	·	·	-1%	·	·
29. O=C(Nc1nccs1)c1cc(-c2ccccc2)nn1-c1ccccc1
 : -0.8%	i	42	8%	-0.2%	6%	i	0.2	-1.9	960	-10%	7	12
30. COc1cc(OC)cc(-c2nc3ccccc3c(=O)n2NC(=O)c2cccnc2Cl)c1
 : 0.4%	i	45	-1%	1.4%	9%	i	0.9	-0.5	1123	0%	6	2
31. Cc1cccc(-c2cc3nc(C)cc(NCCCN(C)C)n3n2)c1
 : 19%	i	25	6%	-4.3%	15%	i	0.7	-1.3	1097	3%	-2	6
32. CCCCC(=O)NCc1ccc(F)cc1
 : -0.5%	i	40	4%	1.4%	7%	i	1.1	-0.9	1019	11%	18	-2
33. CC1CN(c2oc(Cc3cccc4ccccc34)nc2C#N)CC(C)O1 (centres undefined)
 : -0.3%	i	16	10%	1.7%	11%	i	0.8	-1.3	1200	4%	61*	-0.3*
34. COc1ccc(C(=O)COC(=O)c2cc(S(=O)(=O)NCc3ccccc3)ccc2O)cc1
 : -0.5%	i	33	5%	-0.3%	9%	i	1.5	-3.0	1147	2%	7	10
35. CCCCCCSC1=C(C#N)C(c2ccc(C)o2)CC(=O)N1 (centres undefined)
 : -1.2%	i	44	5%	1.1%	10%	i	9.1	3.4	1011	-10%	11	-4
36. CCn1c(CC(=O)Nc2ccccc2F)nnc1SCC(=O)NC1CCCC1
 : -0.2%	i	27	7%	1.8%	4%	i	0.6	·	·	1%	·	·
37. CC(C)[C@H]1CN=C2N(CCNC(=O)CCC3CCCCC3)[C@H](Cc3ccc(O)cc3)CN21
 : -0.1%	·	·	7%	-2.1%	7%	i	1.4	-4.2	1167	-5%	8	2
38. Cc1ccccc1OCCC(=O)OCC(=O)NC1CC1
 : ·	i	27	7%	-0.1%	12%	i	0.9	·	·	6%	·	·
39. O=C(Oc1ccc2c(c1)O/C(=C\c1ccncc1)C2=O)c1ccccc1
 : -0.3%	i	51	12%	0.8%	4%	i	0.6	-2.3	1105	-34%	-13	5
40. Cc1nn(CC(=O)Nc2ccc3c(c2)nc(CCN2CCCCC2)n3C)c(=O)c2ccccc12
 : -0.5%	i	22	?	-0.4%	6%	i	0.6	1.4	1221	13%	-12	-4
41. COc1ccc(/C(C)=N/N=C(N)N)c(O)c1
 : 0.8%	i	37	3%	0.1%	14%	i	0.4	1.3	1263	-3%	·	·
42. C=CCOc1c(Br)cc(/C=N\n2nnnc2N)cc1OC
 : -0.2%	i	39	8%	0.7%	13%	i	0.3	-1.7	509	2%	4	-3
43. CCCN(CCC)C(=O)C[n+]1cccc(/C=N/O)c1
 : -0.1%	i	49	11%	2.0%	14%	i	0.6	-0.8	1101	-12%	-1	14
44. COc1ccc(-c2csc(NC(=O)c3c(C)noc3C)n2)cc1
 : ·	i	25	·	11%	10%	i	1.0	·	·	·	·	·
45. COc1ccccc1NC(=O)C1=C(C)Nc2ncnn2C1c1ccc(C)o1 (centres undefined)
 : -0.2%	i	52	4%	1.7%	8%	i	0.8	·	·	-12%	2	-10
46. COc1ccccc1NC(=O)C1=C(C)Nc2nnnn2C1c1ccncc1 (centres undefined)
 : -0.4%	i	44	6%	0.6%	1%	i	0.7	-1.3	1351	-6%	-4	-9
47. O=C(Nc1ccc(F)cc1)Nc1cc(OCC(F)(F)F)cc(OCC(F)(F)F)c1
 : ?	i	47	8%	14%	-1%	i	1.1	3.3	872	2%	20	0
48. Cc1c(N(C)C(=O)c2ccccc2F)c(=O)n(-c2ccccc2)n1C
 : 0.3%	i	30	-3%	0.9%	11%	i	0.5	-3.2	1142	12%	·	·
49. C=C1CCN([C@@H](CC(C)C)C(=O)NCc2ccc(Cl)cc2)S(=O)(=O)c2ccccc21
 : -1.2%	i	17	0%	5.2%	9%	i	2.8	·	·	·	·	·
50. COc1cccc(CN2CCNC(=O)C2CC(=O)N(C)CCc2ccccn2)c1 (centres undefined)
 : -0.2%	i	25	11%	0.8%	6%	i	0.3	1.0	1129	1%	8	6
